# ALDH1A1 block = inhibitors of human aldehyde dehydrogenase 1A1 | Purified ALDH1A1, NADH fluorescence, propionaldehyde substrate | Potency, µM (doses to about 75.3 µM), inactives show at the top dose activity, negative = inhibition, usual class: inhibitors | P00352 | AID 1030 | 220,000 tested, 7.3% active; active = well fitted inhibition curve with a large enough effect, not every such curve was filed as active; inconclusive = small, poorly fitted or top-dose-only effect, or another doubt; inactive = no such curve, though single readings can be large or run the other way;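 also: plate controls were no enzyme wells and a reference inhibitor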
# Tau fibril ThT = tau fibrillization inhibition (ThT binding); P10636; recombinant tau K18 P301L, heparin-induced fibrillization, ThT fluorescence; Potency, µM (highest dose often 57.4 µM), for the others: at the highest dose activity, negative = inhibition, usual class: inhibitors; 270,000 tested, 2.1% active; also: % is scaled to controls: 0 for no effect and ±100 for the full control effect; nearly all actives have a fitted effect of over 55% in size
# Target sequence (P10636 561-689 P618L limits assumed): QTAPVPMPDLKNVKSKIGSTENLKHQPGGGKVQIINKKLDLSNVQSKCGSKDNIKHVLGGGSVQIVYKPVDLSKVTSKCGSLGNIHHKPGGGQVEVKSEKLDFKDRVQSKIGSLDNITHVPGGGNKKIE
#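 ThT emission at 510 nm, taken 1 hr after adding 30 uM dye, quantifies aggregates formed when 20 uM heparin acts on human tau K18 P301L for 6 hr at 37 C.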
# LMNA splice mod = modulators of lamin A splicing. HeLa LMNA splicing GFP/RFP minigene ratio, 48 h. 200,000 tested, 0.01% active. Potency, µM (highest dose often 46.1 µM), inactives show top-dose ratio change, negative = inhibition, most hits filed as inhibitors; active = well fitted inhibition curve with a large enough effect in the signal ratio, with a control signal flat, not every such curve was filed as active; inconclusive = small, poorly fitted or top-dose-only effect, or effect the other way, or a change in a side signal; the % refers to the signal ratio; also: % is scaled to controls: 0 for no effect and ±100 for the full control effect
#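 Read-out is the ratio of GFP to DsRed2 object intensity, acquired by 488 nm laser-scanning cytometry on HeLa lamin A-EGFP minigene reporter cells. Compound incubation 48 hrs at 37 °C in Opti-MEM with 2% FBS; DMSO 0.5% final.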
# JMJD2E inh = JMJD2E (human) inhibition; Potency, µM (series often up to 57.1 µM), without a hit: at the highest dose activity change, negative = inhibition, most hits filed as inhibitors; AID 2147; 230,000 tested, 1.6% active; JMJD2E catalytic domain, FDH-coupled NADH fluorescence (FDH is formaldehyde dehydrogenase); B2RXH2; active = well fitted inhibition curve with a large enough effect, not every such curve was filed as active; inconclusive = small, poorly fitted or top-dose-only effect, or another doubt; inactive = no such curve, though single readings can be large or run the other way;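 also: 0% = wells with enzyme and -100% = buffer wells without enzyme; nearly all actives have a fitted effect of over 50% in size; many of its hits are not listed in these tables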
# Target sequence (B2RXH2 1-337 limits assumed): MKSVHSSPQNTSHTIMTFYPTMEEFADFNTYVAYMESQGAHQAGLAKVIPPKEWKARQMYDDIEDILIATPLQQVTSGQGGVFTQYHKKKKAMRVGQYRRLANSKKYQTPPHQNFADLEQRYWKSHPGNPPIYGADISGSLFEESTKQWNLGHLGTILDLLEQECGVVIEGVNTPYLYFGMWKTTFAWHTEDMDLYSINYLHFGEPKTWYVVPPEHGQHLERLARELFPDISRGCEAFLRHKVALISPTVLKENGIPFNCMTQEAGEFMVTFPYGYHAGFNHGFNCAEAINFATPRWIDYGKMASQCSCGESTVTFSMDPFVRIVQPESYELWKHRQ
# L3MBTL1 inh = L3MBTL1 (human) inhibition. AlphaScreen L3MBTL1–H3K9me1 peptide binding. AID 485360. Potency, µM (doses to about 57.1 µM), for inactives: at the top dose activity, negative = inhibition, usual class: inhibitors. 230,000 tested, 0.66% active; also: % is scaled to controls: 0 for no effect and ±100 for the full control effect; nearly all actives have a fitted effect of over 60% in size
#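 AlphaScreen proximity signal between nickel-chelate acceptor and streptavidin donor beads (final 10 ug/mL) reports binding of 50 nM L3MBTL1 to 75 nM biotin-H3 K9me1 peptide; complex incubated with compounds 30 min at room temperature; cefsulodin titration as control.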
# SMN2 splice enh = SMN2 splice variant enhancement; HEK293 SMN2-luciferase splicing reporter, luminescence, 30-36 h; Potency, µM (doses to about 46.1 µM), for inactives: at the top dose activity change, positive = activation, most hits filed as activators; 210,000 tested, 2.8% active; AID 1458; also: % of control where 0% means no effect; nearly all actives have a fitted effect of over 55% in size
#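 qHTS luciferase splicing reporter: luminescence rises when SMN2 exon 7 is included in transfected HEK293 cells. Compound exposure lasted 30-36 h at 37C, with 4.5 mM final sodium butyrate as control, followed by a ONE-Glo read.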
# RECQ1 helicase = inhibitors of human RECQ1 DNA helicase; 240,000 tested, 0.54% active; RECQ1 DNA unwinding, red fluorescence kinetic read; Potency, µM (top dose mostly 57.3 µM), for the others: at the highest dose activity, negative = inhibition, most hits filed as inhibitors;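 also: plate controls were vehicle for no effect and no enzyme for full effect; nearly all actives have a fitted effect of over 30% in size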
# Target sequence (P46063 whole entry, looked up): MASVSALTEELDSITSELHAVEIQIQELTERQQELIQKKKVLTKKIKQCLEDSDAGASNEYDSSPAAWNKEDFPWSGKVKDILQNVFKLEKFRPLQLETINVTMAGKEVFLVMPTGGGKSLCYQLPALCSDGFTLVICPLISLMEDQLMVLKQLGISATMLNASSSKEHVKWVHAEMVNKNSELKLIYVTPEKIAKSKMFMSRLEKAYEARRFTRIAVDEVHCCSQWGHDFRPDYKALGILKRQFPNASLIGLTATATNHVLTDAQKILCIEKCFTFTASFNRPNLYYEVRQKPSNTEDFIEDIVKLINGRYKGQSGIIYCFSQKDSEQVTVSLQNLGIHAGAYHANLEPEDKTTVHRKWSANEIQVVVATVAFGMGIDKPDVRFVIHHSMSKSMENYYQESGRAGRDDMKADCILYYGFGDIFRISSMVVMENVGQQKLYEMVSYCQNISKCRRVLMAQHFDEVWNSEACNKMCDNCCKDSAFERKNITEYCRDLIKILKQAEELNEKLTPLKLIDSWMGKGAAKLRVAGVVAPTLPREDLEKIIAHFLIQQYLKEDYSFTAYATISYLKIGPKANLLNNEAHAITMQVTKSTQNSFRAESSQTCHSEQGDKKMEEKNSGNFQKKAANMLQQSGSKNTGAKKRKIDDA
#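 50 nM RECQ1T1 preincubated 15 min with compound in Tris pH 8.0 buffer with MgCl2, DTT, Tween-20 and 2.5 ug/ml poly(dI-dC); started with 200 nM TAMRA/BHQ-2 forked duplex and 2 mM ATP. Unwinding read as fluorescence (525/598 nm), two reads 2 h apart.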
# KinaseGlo FLuc = Kinase-Glo luciferase inhibition (counter-screen); Kinase-Glo luciferase, ATP luminescence, 8 min; Potency, µM (titrated, usually from 38.3 µM), for inactives: at the highest dose activity change, negative = inhibition, usual class: inhibitors; 200,000 tested, 0.28% active; also: % is scaled to controls: 0 for no effect and ±100 for the full control effect; nearly all actives have a fitted effect of over 60% in size
#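 Light output from Kinase-Glo luciferase with luciferin and 10 uM ATP in 50 mM imidazole pH 7.2, KCl, MgCl2, Tween 20, BSA; compound pin-delivered, 8-min ambient incubation, then luminescence read.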
# * = called active by the depositor; i = inactive; ? = inconclusive; · = not tested or not shown; & = joins results of further samples; [ ] = dose if it differs, or a comment. Unless noted, calls follow the shape of the dose curve; as a rule, active = well fitted curve in the direction sought with a large enough effect; inconclusive = small, poorly fitted or top-dose-only effect, or another doubt; inactive = no such curve, though single readings can be large; an effect the other way counts as inactive or inconclusive. Potency is read from the fitted curve at half-maximal effect.
# Keys: A = ALDH1A1 block; B = Tau fibril ThT; C = LMNA splice mod; D = JMJD2E inh; E = L3MBTL1 inh; F = SMN2 splice enh; G = RECQ1 helicase; H = KinaseGlo FLuc
CN(CC(=O)Nc1ccccc1-c1ccccc1)Cc1ccccc1Cl
  A: ? | B: -16% | C: -9%[46 µM] | D: -8% | E: 29% | F: -15% | G: i | H: 6%

CC(C)(C)NC(=O)CN(Cc1ccc2c(c1)OCO2)C(=O)CCC(=O)Nc1nccs1
  A: -7% | B: -12% | C: 4%[46 µM] | D: -22% | E: 3% | F: · | G: -6% | H: -4%

O=C(CSc1nnc2c(n1)[nH]c1ccc(S(=O)(=O)N3CCOCC3)cc12)Nc1ccccc1Cl
  A: ? | B: ? | C: · | D: ? | E: 1% | F: -15% | G: i | H: 1%

O=C(NCc1ccncc1)c1ccc(Cn2cc(C(F)(F)F)ccc2=O)cc1
  A: 1% | B: 0% | C: -1% | D: 0% | E: 2% | F: 8% | G: -15% | H: -4%

CC(=O)c1ccc(N2CCN(C(=O)c3cc(C)on3)CC2)cc1
  A: -5% | B: ? | C: 9% | D: -12% | E: -1% | F: 2% | G: -1% | H: 2%

Cc1c(-c2cc(C(=O)O)no2)cnn1C
  A: 7% | B: -1% | C: 11%[46 µM] | D: 3% | E: -5% | F: · | G: 14% | H: -3%

Cc1ccc(NS(=O)(=O)c2cccc(C(=O)O)c2)c(C)c1
  A: 2% | B: -15% | C: -4% | D: 3% | E: -3% | F: -1% | G: -5% | H: -1%

Cc1ccc(S(=O)(=O)N(C)C)cc1NC(=S)NCCCn1ccnc1
  A: -1% | B: 5% | C: 1%[46 µM] | D: -7% | E: -2% | F: -3% | G: i | H: -3%

CCn1cc(C(=O)OCC(=O)OC2CC(C)CCC2C(C)C)c(=O)c2ccc(C)nc21 (stereo unspecified)
  A: 4% | B: ? | C: -8% | D: -10% | E: -9% | F: -16% | G: -1% | H: -6%

COc1ccc(C(=O)c2cc([N+](=O)[O-])ccc2N2CCN(C)CC2)cc1
  A: 5µM* | B: -3% | C: -8%[46 µM] | D: 1µM* | E: -10% | F: -12% | G: i | H: 1%

CC(C)(C)NC[C@H](O)COc1cccc2c1CCCC2=O
  A: 8%&-16%[20.9 µM] | B: · | C: ? | D: -5%&-4%[25.5 µM] | E: 16% | F: -6%&-1%[20.6 µM] | G: -5%[25.9 µM] | H: 1%&4%[17.1 µM]

COC(=O)c1ccccc1NC(=O)CSc1nnc(-c2ccc(C)cc2)o1
  A: -6% | B: -4% | C: -6% | D: 1% | E: -7% | F: -51%[inhibitor] | G: 6% | H: 1%

Cc1ccccc1C(=O)NC(CC(C)C)C(=O)Nc1ccc(F)c([N+](=O)[O-])c1 (stereo unspecified)
  A: 7% | B: -2% | C: 10% | D: 3% | E: 3% | F: -11% | G: -1% | H: 0%

CCOC(=O)Cc1cn2c(=O)cc(CSCC(=O)Nc3ccc(C)c(C)c3)nc2s1
  A: ? | B: -3% | C: 1% | D: 0% | E: -13% | F: 1% | G: i | H: 11%

COC(=O)[C@@]1(Cc2ccc(OC)cc2)[C@H]2c3cc(C(=O)N4CCCC4)n(Cc4ccc(OC)c(OC)c4)c3C[C@H]2CN1C(=O)c1ccccc1
  A: -11%&-6% | B: ? | C: ? | D: 0%&-10% | E: -6% | F: -9%&-13% | G: -8%&0% | H: -1%&-2%

Cc1cc(N2CCN(c3ccccc3)CC2)n2c(n1)nc1ccccc12
  A: ? | B: ? | C: 13% | D: ? | E: -4% | F: -2% | G: -4% | H: -2%

O=C(N/N=C/c1ccc(O)c2ncccc12)c1cccc(Br)c1
  A: 6% | B: 6.3µM* | C: ? | D: -22% | E: 7.9µM* | F: -102%[inhibitor] | G: 0% | H: 1%

O=C(CSc1nnc(CNc2ccc(F)cc2)o1)OC1CCCCC1
  A: ? | B: -6% | C: 5% | D: -4% | E: -1% | F: 4% | G: i | H: -2%

Cc1ccccc1NC(=O)C(=O)NCCCN1CCOCC1
  A: -1% | B: -5% | C: · | D: 2% | E: · | F: -12% | G: -2% | H: -3%

O=C(CCNS(=O)(=O)c1cccs1)NCc1ccco1
  A: 1% | B: -6% | C: 2% | D: 1% | E: -11% | F: 17% | G: i | H: -8%

c1ccc(-c2noc(-c3ccc4ccccc4c3)n2)cc1
  A: ? | B: -17% | C: 5% | D: ? | E: 9% | F: -9% | G: 10% | H: -14%

Cc1cc2ccccc2c(=O)n1CC(=O)NCC(=O)N1CCN(c2ccccc2F)CC1
  A: ? | B: -4% | C: ? | D: ? | E: -3% | F: 1% | G: -2% | H: 0%

CCC/C=N/NC(=O)c1cc(Br)ccc1O
  A: -2% | B: ? | C: -6% | D: 6% | E: -2% | F: -13% | G: -5% | H: 4%

CCc1nn2c(NCCOC)cc(C)nc2c1-c1ccc(F)cc1
  A: ? | B: -16% | C: 1%[9.22 µM] | D: ? | E: 30% | F: -3% | G: -2% | H: -5%

COc1ccccc1NC(=O)C(O)C(O)C(=O)Nc1ccccc1OC (stereo unspecified)
  A: 10% | B: 15% | C: 9% | D: 6% | E: 1%[11.4 µM] | F: -9% | G: -8% | H: 2%

Cc1cc(NC(=O)Cn2nc(C(F)(F)F)c3c2CCCC3)no1
  A: -3% | B: -4% | C: -6% | D: -3% | E: 22%[11.4 µM] | F: 14µM* | G: -5% | H: 0%

O=C(CSc1ccc(-c2ccc(F)cc2)nn1)N1CCCCC1
  A: -12% | B: -1% | C: 7% | D: -5% | E: -1% | F: 4% | G: i | H: 4%

Cc1cccc(-n2nnc(C(=O)NCc3ccc4c(c3)OCO4)c2N)c1
  A: 1% | B: -6% | C: 9% | D: 7% | E: -2% | F: 6% | G: -20% | H: -2%

S=C(c1ccc(-c2cccc(Cl)c2)o1)N1CCCCC1
  A: 14µM* | B: ? | C: -3%[46 µM] | D: -7% | E: · | F: 11µM* | G: -9% | H: 0%

CCC(=O)c1c[nH]c(C(=O)NCc2ccco2)c1
  A: 11% | B: -9% | C: -4% | D: -2% | E: -11% | F: 0% | G: -4% | H: 7%

Cc1c(C(=O)N2CCCC2)oc2c1-c1[nH]ncc1CC2
  A: -15% | B: ? | C: 8% | D: -6% | E: 0% | F: 1% | G: -15% | H: 2%

CCNc1nc(Cl)nc(-c2cn(-c3ccccc3)c3ccccc23)n1
  A: · | B: -3% | C: · | D: -4% | E: -24% | F: · | G: -4% | H: ·

COc1cc(C(=O)NS(=O)(=O)c2ccccc2C)ccc1Cc1cn(C)c2ccc(NC(=O)OC3CCCC3)cc12
  A: · | B: ? | C: ? | D: -23% | E: · | F: · | G: ? | H: ·

Cc1ccc(S(=O)(=O)N(C)C)cc1NC(=S)NNC(=O)C(N)=O
  A: -1% | B: 0% | C: -16%[46 µM] | D: -8% | E: 3% | F: 24% | G: i | H: -3%

O=C(NCCc1ccccc1)C1CCN(S(=O)(=O)c2cccnc2)CC1
  A: ? | B: 4% | C: -2% | D: 5% | E: -8% | F: 7% | G: 1% | H: 5%

COCC1CCCN(Cc2cn(-c3ccccc3F)nc2-c2cc(C)sc2C)C1 (stereo unspecified)
  A: -2% | B: -11% | C: ? | D: 3% | E: -12% | F: · | G: -3% | H: -1%

CCn1ccnc1CN1CCc2c([nH]c3ccccc23)C1CC(C)C (stereo unspecified)
  A: -9% | B: -16% | C: · | D: -4% | E: -7% | F: · | G: i | H: -1%

COc1ccc(CCCC(=O)Nc2ccc(F)cc2)cc1
  A: -9% | B: -5% | C: -16% | D: -5% | E: 1% | F: -12% | G: 4% | H: 1%

CCc1cc2c(=O)n(Cc3ccco3)c(SCC(=O)NC3CCS(=O)(=O)C3)nc2s1 (stereo unspecified)
  A: 10µM* | B: -8% | C: 9%[46 µM] | D: -6% | E: 3% | F: -17% | G: -3% | H: -2%

CCOC(=O)c1nc2c(ccc3ccccc32)cc1C
  A: · | B: -7% | C: · | D: ? | E: 53%[activator] | F: · | G: -3% | H: ·

Cc1ccc(OCC(=O)Nc2cc(C(=O)O)cc(C(=O)O)c2)cc1C
  A: 15% | B: -12% | C: · | D: -1% | E: · | F: -6% | G: -12% | H: -1%

CCOC(=O)c1cc(-c2ccc(C#N)cc2)nc2c1c(C)nn2CCC#N
  A: ? | B: -15% | C: 4% | D: ? | E: · | F: -13% | G: 9% | H: -2%

C=C(C)c1cccc(C(C)(C)NC(=O)Nc2ccc(OC)cc2)c1
  A: 20% | B: 3% | C: ? | D: 1% | E: -1% | F: 3% | G: 0% | H: -1%

CCC(=O)N1CCc2cc(S(=O)(=O)NCCC(=O)Nc3ccccc3C)ccc21
  A: -5% | B: -9% | C: -2% | D: 3% | E: -3% | F: · | G: i | H: ·

NC(=O)CNC(=O)c1cccc(Cl)c1
  A: · | B: -11% | C: · | D: 3% | E: 1% | F: · | G: -3% | H: ·

COCC(=O)NC1CCN(C(=O)NCc2ccccc2)CC1
  A: 3% | B: -7% | C: 0% | D: 3% | E: · | F: -10% | G: 0% | H: -1%

CC1CCN(CCNC(=S)Nc2ccc(Cl)cc2)CC1
  A: 5% | B: 3% | C: · | D: 0% | E: -3% | F: · | G: -5% | H: 3%

O=C(CN1CCCCC1)NNc1nc(-c2ccccc2)c2cc(Cl)ccc2n1
  A: 1% | B: 7% | C: · | D: -2% | E: -18% | F: -38%[inhibitor] | G: i | H: -3%

# 3 compounds drawn at random from the list so far, as already listed:
# Keys: A = ALDH1A1 block; B = Tau fibril ThT; C = LMNA splice mod; D = JMJD2E inh; E = L3MBTL1 inh; F = SMN2 splice enh; G = RECQ1 helicase; H = KinaseGlo FLuc
CC1CCN(CCNC(=S)Nc2ccc(Cl)cc2)CC1
  A: 5% | B: 3% | C: · | D: 0% | E: -3% | F: · | G: -5% | H: 3%

C=C(C)c1cccc(C(C)(C)NC(=O)Nc2ccc(OC)cc2)c1
  A: 20% | B: 3% | C: ? | D: 1% | E: -1% | F: 3% | G: 0% | H: -1%

CCC(=O)N1CCc2cc(S(=O)(=O)NCCC(=O)Nc3ccccc3C)ccc21
  A: -5% | B: -9% | C: -2% | D: 3% | E: -3% | F: · | G: i | H: ·

# Assay outcomes as filed in PubChem.

# These rows are one share of the data; the hit share may differ from the screen's.
